From PubChem
Giardia kill: kills Giardia lamblia; AID 540267; 0.15% of 340,000 active; activity change, % at 7.66 µM, hits read low; Giardia lamblia trophozoite viability; in the data active means activity change below about -80%; inconclusive means between about -30% and that limit;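 further: parasites exposed to compound for two days anaerobically before the ATP read; on the % scale 0 is the no-effect control and ±100 the full control effect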
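Anaerobic 48 hrs incubation at 37 deg C of 100 trophozoites/well with test compounds; ATPLite 1-Step luminescence, 15-30 min RT, reports cellular ATP as viability.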
Coupling enz: coupling enzyme interference in Giardia aldolase counter-screen; coupling enzyme system counterscreen, AmpLite Red fluorescence; activity change, negative = inhibition, % at 58.2 µM, hits read low; 0.67% of 290,000 active; in the data active means activity change below about -30%; further: on the % scale 0 is the no-effect control and ±100 the full control effect
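Coupling enzymes only (glyceraldehyde-3-phosphate) + compound, at 57.5 uM final, 10 min RT; add substrate/coupling/AmpLite Red mix, 20 min RT; fluorescence ex 525/em 598 nm. Actives flag coupling-system interference.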
GALK inh: galactokinase (human) inhibition. P51570. Purified GALK, Kinase-Glo residual ATP luminescence. Potency, µM (doses to about 57.5 µM), without a hit: top-dose activity change, negative = inhibition, usual class: inhibitors. 0.007% of 270,000 active. AID 1868; further: potency means the concentration at half of the fitted maximal effect; on the % scale 0 is the no-effect control and ±100 the full control effect
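ATP-depletion format; final 35 uM ATP, 100 uM D-galactose, 5 nM enzyme; pH 8.0 HEPES/Mg2+ buffer; 60 min RT; luminescence read 10 min after detection reagent.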
BCR signal inh: blocks chronic active B-cell receptor signaling | ABC-DLBCL IkBa-CBG/CBR reporter, luminescence ratio, 4 h | Potency, µM (titrated, usually from 46.1 µM), for the others: at the highest dose ratio change, negative = lower green/red ratio, most hits filed as inhibitors | AID 493014 | 0.05% of 340,000 active; active means well fitted inhibition curve with a large enough effect in the signal ratio, with a control signal flat, not every such curve was filed as active; inconclusive means small, poorly fitted or top-dose-only effect, or effect the other way, or a change in a side signal; the % refers to the signal ratio;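 further: potency means the concentration at half of the fitted maximal effect; plate controls were basal doxycycline-induced cells for no effect and cells given 10 µM MG132 for full effect; MG132 reads +100%, hits lower the ratio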
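Cell line TMD8 (human ABC DLBCL), stably expressing tet-inducible CBG68-IkBa fusion and CBR; IMDM/0.5% FBS; cpd up to 46 uM; dox induction, 4 h, 37C/5% CO2; dual luminescence; green/red ratio; MG132 control.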
Tb PFK inh: T. brucei PFK enzyme inhibition; T. brucei PFK, ADP-Glo luminescence; O15648; 0.17% of 330,000 active; Potency, µM (highest dose often 57.5 µM), inactives show top-dose activity, negative = inhibition, usual class: inhibitors; AID 485367;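 further: potency means the concentration at half of the fitted maximal effect; 0% = uninhibited 1x PFK enzyme wells and -100% = no-enzyme wells; nearly all actives have a fitted effect of over 60% in size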
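ADP-Glo luminescence quantified ADP after 45 min at room temperature, with 1.25 nM T. brucei PFK, 0.1 mM ATP and 0.5 mM fructose-6-phosphate in pH 8.0 TEA buffer. qHTS titrations up to 57 µM; curves classified by quality.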
MLL CXXC-DNA inh: MLL CXXC-DNA interaction inhibition; MLL-CXXC / FITC-HOXA9 DNA fluorescence polarization; Q03164; Potency, µM (titrated, usually from 115 µM), inactives show top-dose activity change, negative = inhibition, most hits filed as inhibitors; AID 2662; 0.037% of 290,000 active; active means well fitted inhibition curve with a large enough effect in the polarisation, with a control signal flat, not every such curve was filed as active; inconclusive means small, poorly fitted or top-dose-only effect, or effect the other way, or a change in a side signal; inactive means no such curve, though single readings can be large or run the other way; the % refers to the polarisation; further: potency means the concentration at half of the fitted maximal effect
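Fluorescence polarization: 7 uM MLL-CXXC (stock) preincubated 5 min with compounds, then 50 nM fluorescein-HOX-A9 DNA (stock) added; 30 min ambient. Buffer 50 mM Tris-HCl pH 7.5, 50 mM NaCl, 1 mM DTT, 0.05% BSA.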
A-T KAP1 phos: candidate therapy for ataxia-telangiectasia; AID 485349; 0.19% of 320,000 active; […] A-T fibroblasts, KAP-1 phosphorylation AlphaLISA; neocarzinostatin DNA damage 30 min before lysis; Potency, µM (series often up to 57.5 µM), inactives show at the highest dose activation, hits mostly activators; further: potency means the concentration at half of the fitted maximal effect; % of control where 0% means no effect; nearly all actives have a fitted effect of over 45% in size
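hTERT-immortalized A-T patient fibroblasts ([…]), 500 cells/well in OPTI-MEM, 1% FBS, got compounds for 60 min, then NCS for 30 min at 37C. Lysates were then assayed for phospho-KAP-1 by AlphaLISA (anti-pKAP1 donor, anti-KAP1 acceptor beads), 6 hr at 25C.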
hERG WT inh: KCNH2 (human, wildtype) channel inhibition; Q12809; U2OS, BacMam KCNH2, thallium flux FluxOr; stronger effect = lower value; activity change, % at 1.84 µM; 0.37% of 340,000 active; AID 720551;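 active means maximum activity change below -70%; inconclusive means maximum activity change between -70% and -50%; inactive means maximum activity change above -50%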; further: on the % scale 0 is the no-effect control and ±100 the full control effect
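U2OS cells transduced with wild-type KCNH2 virus are loaded with FluxOr dye for 45 min, and thallium flux is measured in kinetic reads before and after stimulation buffer. Rate constants are normalized to DMSO controls.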
TCR act: activates T cell receptor signaling; primary human leukocytes, anti-CD3, IL-2 HTRF, 48 h; Potency, µM (doses to about 9.22 µM), inactives show at the top dose activation of IL-2 secretion, actives largely listed as activators; 330,000 tested, under 10 active; AID 504894; further: % of control where 0% means no effect
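TCR engagement came from a-CD3 beads alone, with compounds added to primary human leukocytes for 48 hr. Secreted IL-2 bridged europium cryptate- and d2-labelled anti-IL-2 antibodies, giving FRET emission at 665nm after 320nm excitation.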
TSHR antagonist: blocks TSH signaling through the human TSH receptor; P16473; TSHR-expressing cells, TSH-stimulated cAMP HTRF, 2 h; stronger effect = lower value; activity change, negative = inhibition, % at 11.5 µM; 0.2% of 330,000 active; AID 504810;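 active means activity change below a set negative limit, meaning inhibition stronger than a set level, cut at about -70% in these data; inconclusive means activity change between two set negative limits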; further: on the % scale 0 is the no-effect control and ±100 the full control effect
Target sequence (P16473 whole entry, looked up): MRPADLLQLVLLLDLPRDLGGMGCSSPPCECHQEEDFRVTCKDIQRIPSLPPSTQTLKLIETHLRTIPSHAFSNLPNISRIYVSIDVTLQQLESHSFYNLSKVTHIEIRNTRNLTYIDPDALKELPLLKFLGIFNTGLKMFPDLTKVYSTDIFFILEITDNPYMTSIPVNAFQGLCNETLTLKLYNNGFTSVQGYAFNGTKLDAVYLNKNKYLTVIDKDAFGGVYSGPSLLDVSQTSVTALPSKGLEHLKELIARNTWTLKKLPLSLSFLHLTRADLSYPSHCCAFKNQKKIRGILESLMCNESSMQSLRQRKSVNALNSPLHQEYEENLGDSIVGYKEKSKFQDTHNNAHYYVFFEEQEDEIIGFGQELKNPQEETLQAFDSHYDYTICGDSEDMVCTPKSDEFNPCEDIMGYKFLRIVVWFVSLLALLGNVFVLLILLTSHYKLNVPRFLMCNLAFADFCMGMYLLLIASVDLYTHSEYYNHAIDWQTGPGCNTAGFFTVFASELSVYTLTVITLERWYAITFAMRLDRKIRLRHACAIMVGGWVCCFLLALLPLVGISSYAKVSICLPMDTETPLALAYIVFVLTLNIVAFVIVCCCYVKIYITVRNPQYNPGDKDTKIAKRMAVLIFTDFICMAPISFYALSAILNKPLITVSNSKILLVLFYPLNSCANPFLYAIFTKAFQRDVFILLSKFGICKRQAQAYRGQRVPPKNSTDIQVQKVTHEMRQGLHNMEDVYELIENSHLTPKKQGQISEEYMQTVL
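Inhibition of cAMP made by TSHR-expressing cells under TSH stimulation (4nM final, EC80; 2 h, 37 deg C) is quantified with a one-step lysis HTRF kit, anti-cAMP cryptate versus cAMP-d2.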
An asterisk follows results filed as active; [ ] = remark or other dose. Unless noted, the call rests on the fitted dose curve; in most records, active means well fitted curve in the direction sought with a large enough effect; inconclusive means small, poorly fitted or top-dose-only effect, or another doubt; inactive means no such curve, though single readings can be large; an effect the other way counts as inactive or inconclusive.

For COc1ccc(C(=O)NC(=S)Nc2ccc(Cc3ccncc3)cc2)cc1 the results were Giardia kill 31[activator], Coupling enz 0, GALK inh -1%, BCR signal inh -19%, Tb PFK inh 9%, MLL CXXC-DNA inh 19%, A-T KAP1 phos 3%, hERG WT inh 7, TCR act 8% and TSHR antagonist -27.
Screening COc1ccc(NC(=O)Nc2ccc(F)cc2F)c(C)c1 returned Giardia kill -8, Coupling enz -9, GALK inh 1%, BCR signal inh 26%, Tb PFK inh -6%, MLL CXXC-DNA inh -13%, A-T KAP1 phos 2%, hERG WT inh -16, TCR act 0% and TSHR antagonist 12.
Screening CC(=O)N1CCN(S(=O)(=O)c2cccc(C(=O)OCC(=O)N3CC(=O)Nc4ccccc43)c2)CC1 returned Giardia kill 15, Coupling enz 1, GALK inh 3%, BCR signal inh -6%, Tb PFK inh -6%, MLL CXXC-DNA inh 2%, A-T KAP1 phos 6%, hERG WT inh 0, TCR act -2% and TSHR antagonist -1.
`Cc1sc2ncn(Cc3ccccc3F)c(=O)c2c1C` gave Giardia kill 15, Coupling enz 2, GALK inh 5%, BCR signal inh 11%, Tb PFK inh 4%, MLL CXXC-DNA inh -9%, A-T KAP1 phos 10%, hERG WT inh 5 and TSHR antagonist 7.
Screening N=c1c(C(=O)NCC2CCCO2)cc2c(=O)n3ccccc3nc2n1Cc1ccc(F)cc1 (configuration not stated) returned Giardia kill -6, Coupling enz 0, GALK inh 0%, BCR signal inh 1%, Tb PFK inh 1%, MLL CXXC-DNA inh 13%, A-T KAP1 phos 15%, hERG WT inh -15, TCR act -1% and TSHR antagonist 4.
For CCC(C(=O)NC(C)(C)C)N(C(=O)Cn1nnc(-c2ccccc2F)n1)c1cccc2c1CCCC2 (configuration not stated) the results were Giardia kill -2, Coupling enz 1, GALK inh -3%, BCR signal inh -6%, Tb PFK inh 8%, MLL CXXC-DNA inh -7%, A-T KAP1 phos 3%, hERG WT inh 24, TCR act 2% and TSHR antagonist 2.
Screening CC1=Nc2ccccc2N=C(NC(=O)/C=C/C(=O)O)C1c1ccccc1 (configuration not stated) returned Giardia kill 5, Coupling enz -2, GALK inh -1%, BCR signal inh -1%, Tb PFK inh 3%, MLL CXXC-DNA inh -20%, A-T KAP1 phos 7%, hERG WT inh -20, TCR act -1% and TSHR antagonist -3.
For COc1cccc(CC(=O)OCC(=O)c2cc(OC)c(OC)c(OC)c2)c1 the results were Giardia kill 7, BCR signal inh 2%, Tb PFK inh 3%, A-T KAP1 phos 1%, hERG WT inh -6 and TCR act 10%.
CCOC(=O)CSc1nnc(CNC(=O)c2cccs2)n1-c1ccccc1 was read as Giardia kill 5, Coupling enz 4, GALK inh -1%, BCR signal inh -4%, Tb PFK inh -1%, MLL CXXC-DNA inh -3%, A-T KAP1 phos -5%, hERG WT inh 3, TCR act -4% and TSHR antagonist 2.
`COc1nc(NC23CC4CC(CC(C4)C2)C3)nc(OC)n1` gave Giardia kill -23, Coupling enz 1, GALK inh -1%, BCR signal inh -2%, Tb PFK inh 5%, MLL CXXC-DNA inh -3%, A-T KAP1 phos 1%, hERG WT inh -7, TCR act 1% and TSHR antagonist -8.
O=C(COC(=O)Cc1c(Cl)cccc1Cl)Nc1ccc2[nH]c(=O)[nH]c2c1 was read as Giardia kill -11, BCR signal inh -15%, Tb PFK inh inconclusive, A-T KAP1 phos 5%, hERG WT inh -6 and TSHR antagonist 8.
Screening Cc1cc(C(=O)NC2CCCCC2)c(C)o1 returned Giardia kill -22, BCR signal inh 0%, Tb PFK inh 3%, A-T KAP1 phos -14%, hERG WT inh 1, TCR act 2% and TSHR antagonist -2.
For CN(C(=O)Nc1ccc(Cl)c(Cl)c1)c1ccccc1C(=O)O the results were Giardia kill 2, Coupling enz -5, BCR signal inh 1%, Tb PFK inh 15µM*, MLL CXXC-DNA inh -1%, A-T KAP1 phos -1%, hERG WT inh -1, TCR act 0%[46.1 µM] and TSHR antagonist 13.
COc1ccc(C(CNC(=O)c2oc3c(Cl)cccc3c2C)N2CCCC2)cc1 (configuration not stated) was read as Giardia kill 21, BCR signal inh inconclusive, Tb PFK inh 1%, A-T KAP1 phos -3%, hERG WT inh 25, TCR act -6% and TSHR antagonist 4.
Screening Cc1nc(NC(=O)COC(=O)c2cc3c(s2)CCC(C)C3)c(Cl)cc1Cl (configuration not stated) returned Giardia kill -2, Coupling enz 4, GALK inh 0%, BCR signal inh 4%, Tb PFK inh 2%, MLL CXXC-DNA inh 4%, A-T KAP1 phos 3%, hERG WT inh inactive, TCR act -5%[46.1 µM] and TSHR antagonist -2.
`O=C(Nc1cccc(Cl)c1)c1nc[nH]c1C(=O)NCCCCNC(=O)c1[nH]cnc1C(=O)Nc1cccc(Cl)c1` gave Giardia kill 5, BCR signal inh 0%, Tb PFK inh 0%, A-T KAP1 phos 0%, hERG WT inh -11, TCR act 0% and TSHR antagonist 4.
For CC(=O)Nc1ccc(NC=C(C#N)C#N)cc1 the results were Giardia kill -26, Coupling enz 4, GALK inh -1%, BCR signal inh 5%, Tb PFK inh 1%, MLL CXXC-DNA inh 45%[activator], A-T KAP1 phos 13%, hERG WT inh -4, TCR act 2% and TSHR antagonist 2.
`CCOC(=O)C1=C(CN2CCSCC2)NC(=O)NC1c1cc(C)ccc1C` (configuration not stated) gave Giardia kill 6, Coupling enz 2, GALK inh -1%, BCR signal inh 9%, Tb PFK inh -7%, MLL CXXC-DNA inh -7%, A-T KAP1 phos 15%, hERG WT inh 3, TCR act 10% and TSHR antagonist -5.
For Cc1cccc(C(=O)NC(=S)Nc2ccc(S(=O)(=O)N3CCCCC3)cc2)c1 the results were Giardia kill 18, Coupling enz -2, GALK inh 1%, BCR signal inh 0%, Tb PFK inh 3%, MLL CXXC-DNA inh -4%, A-T KAP1 phos -1%, hERG WT inh 0, TCR act 2% and TSHR antagonist -30.
CCCN1C(=O)/C(=N\OCC(=O)Nc2ccc(C(C)C)cc2)c2ccccc21 was read as Giardia kill 7, Coupling enz -1, GALK inh 2%, BCR signal inh inconclusive, Tb PFK inh 2%, MLL CXXC-DNA inh 7%, A-T KAP1 phos -7%, hERG WT inh 4, TCR act -7%[46.1 µM] and TSHR antagonist 2.
CNC(=S)NNC(=O)c1cccn(Cc2cccc(C(F)(F)F)c2)c1=O was read as Giardia kill -16, Coupling enz -3, GALK inh -1%, BCR signal inh -1%, Tb PFK inh -27%, MLL CXXC-DNA inh inconclusive, A-T KAP1 phos 10%, hERG WT inh -1, TCR act 2% and TSHR antagonist 1.
For COc1ccc(N2CCn3c2nc2c3c(=O)n(CCCc3ccccc3)c(=O)n2C)c(OC)c1 the results were Giardia kill -6, Coupling enz -2, GALK inh -4%, BCR signal inh inconclusive, Tb PFK inh 1%, MLL CXXC-DNA inh -4%, A-T KAP1 phos 1%, hERG WT inh 5, TCR act 8% and TSHR antagonist -20.
CN(C)c1ccc(CNC2C3CC4CC(C3)CC2C4)cc1 (configuration not stated) was read as Giardia kill 0, Coupling enz 0, GALK inh -1%, BCR signal inh 2%, Tb PFK inh -1%, MLL CXXC-DNA inh 0%, A-T KAP1 phos -3%, hERG WT inh 5, TCR act -3% and TSHR antagonist 11.
`CCCCn1nc2cc(C(=O)NC3CCCc4ccccc43)ccc2c1OCC` (configuration not stated) gave Giardia kill 8, Coupling enz 2, GALK inh -3%, BCR signal inh 3%, Tb PFK inh -2%, MLL CXXC-DNA inh -1%, A-T KAP1 phos 1%, hERG WT inh -6, TCR act -4% and TSHR antagonist 49.
For CC1(C)CC(=O)C2=C(C1)N=C1SCCC(=O)N1C2c1ccccc1 (configuration not stated) the results were Giardia kill -10, Coupling enz 4, GALK inh -1%, BCR signal inh 2%, Tb PFK inh -6%, MLL CXXC-DNA inh 6%, hERG WT inh -12 and TSHR antagonist -4.

As a working copy, part of the list above.
`CCCCn1nc2cc(C(=O)NC3CCCc4ccccc43)ccc2c1OCC` (configuration not stated) gave Giardia kill 8, Coupling enz 2, GALK inh -3%, BCR signal inh 3%, Tb PFK inh -2%, MLL CXXC-DNA inh -1%, A-T KAP1 phos 1%, hERG WT inh -6, TCR act -4% and TSHR antagonist 49.
For CC1(C)CC(=O)C2=C(C1)N=C1SCCC(=O)N1C2c1ccccc1 (configuration not stated) the results were Giardia kill -10, Coupling enz 4, GALK inh -1%, BCR signal inh 2%, Tb PFK inh -6%, MLL CXXC-DNA inh 6%, hERG WT inh -12 and TSHR antagonist -4.
